HT1080-NT tox – qHTS for induction of synthetic lethality in tumor cells producing 2HG: qHTS for the HT-1080-NT fibrosarcoma cell line; 360,000 tested, 1.6% active; HT-1080-NT fibrosarcoma viability, CellTiter-Glo ATP luminescence, 48 h; AID 686970, 2013; Potency, µM (highest dose often 46.1 µM), for inactives: at the highest dose activity, negative = less viability, most hits filed as cytotoxic;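 also: NT is the 2HG producing partner of a matched IDH1 knockdown line; 0% = DMSO-treated cells and -100% = media-only wells without cells; nearly all actives have a fitted effect of over 55% in size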
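Compounds were tested in concentration-response format on HT-1080-NT cells for 48 hours at 37 degrees C. Cell viability came from CellTiter-Glo luminescence; curves were classified by r2, response magnitude and activity.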
HT1080 IDH1KD tx – qHTS for induction of synthetic lethality in tumor cells producing 2HG: qHTS for the HT-1080-IDH1KD cell line. HT-1080 IDH1 knockdown viability, ATP luminescence, 48 h. Potency, µM (series often up to 46.1 µM), for the others: top-dose activity, negative = toxicity, usual class: cytotoxic. 360,000 tested, 2% active. AID 686971, 2013;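 also: 0% = DMSO wells and -100% = cell-free medium wells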
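% activity derives from luminescence (CellTiter-Glo), normalised to DMSO and no-cell wells. HT-1080-IDH1KD cells, 750/well, had 48 h compound exposure at 37 °C.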
SW480 rerep – A quantitative high throughput screen for small molecules that induce DNA re-replication in SW480 colon adenocarcinoma cells; 340,000 tested, 1.8% active; AID 624297, 2012; SW480 DNA re-replication, Hoechst DNA content imaging, 48 h; Potency, µM (highest dose often 46.1 µM), for the others: at the highest dose re-replication activation, usual class: activators; also: % of control where 0% means no effect; nearly all actives have a fitted effect of over 55% in size
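DNA re-replication was detected as more nuclei of elevated Hoechst intensity after 48 hr exposure to compound (23 nL pinned per well of 250 cells).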
TDP43 rescue – qHTS of TDP-43 Inhibitors | 410,000 tested, 1.8% active | Potency, µM (highest dose often 46.1 µM), inactives show at the highest dose growth rescue (activation), most hits filed as activators | TDP-43 expressing yeast growth rescue, BacTiter-Glo, 24 h; also: % of control where 0% means no effect; nearly all actives have a fitted effect of over 50% in size
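Yeast cells expressing TDP-43 under galactose induction are exposed to compounds for 24 hr at 30 deg C. BacTiter-Glo luminescence measures growth, so protective compounds score as activators.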
KB-V1 MDR tox – qHTS assay for MDR1-selective chemotherapeutics: Primary screen using the drug-selected MDR subline cells KB-V1; KB-V1 MDR cells viability, CellTiter-Glo, 72 h; Potency, µM (titrated, usually from 46.1 µM), inactives show at the highest dose activity change, negative = cytotoxicity, hits mostly cytotoxic; 400,000 tested, 3.4% active; also: % is scaled to controls: 0 for no effect and ±100 for the full control effect; nearly all actives have a fitted effect of over 60% in size
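In this primary screen, KB-V1 cells overexpressing P-gp are incubated with library compounds (lowest to highest concentration) for 72 h at 37 degrees C before a luminescent ATP viability read.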
GLP-1R agonist – qHTS of GLP-1 Receptor Agonists | HEK293 GLP-1R CRE-luciferase, luminescence, 4-6 h; cells express a hypersensitive GLP-1R form | Potency, µM (highest dose often 45.6 µM), without a hit: at the top dose activation, actives largely listed as activators | Glucagon-like peptide 1 receptor (Homo sapiens), P43220 | 380,000 tested, 0.007% active | AID 624172, 2012; also: % of control where 0% means no effect
Target sequence (P43220 whole entry, looked up): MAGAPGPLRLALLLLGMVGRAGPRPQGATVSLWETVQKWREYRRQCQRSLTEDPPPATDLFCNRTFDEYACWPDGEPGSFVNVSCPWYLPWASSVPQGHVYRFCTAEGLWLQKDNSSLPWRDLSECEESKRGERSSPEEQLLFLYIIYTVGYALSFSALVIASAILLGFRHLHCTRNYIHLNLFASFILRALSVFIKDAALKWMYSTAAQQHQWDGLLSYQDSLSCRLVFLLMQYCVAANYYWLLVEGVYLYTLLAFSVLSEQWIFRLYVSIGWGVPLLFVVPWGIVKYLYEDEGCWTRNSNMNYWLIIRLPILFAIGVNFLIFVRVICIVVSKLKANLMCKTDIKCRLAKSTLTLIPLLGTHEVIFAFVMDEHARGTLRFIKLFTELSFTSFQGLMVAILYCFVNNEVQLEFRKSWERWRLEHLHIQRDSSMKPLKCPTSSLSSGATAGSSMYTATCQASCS
KB-3-1 tox – qHTS assay for MDR1-selective chemotherapeutics: Primary screen using the parental adenocarcinoma cell KB-3-1 | 400,000 tested, 1.4% active | Potency, µM (titrated, usually from 46.1 µM), without a hit: at the highest dose activity change, negative = cytotoxic, usual class: cytotoxic | KB-3-1 viability, CellTiter-Glo ATP luminescence, 72 h; also: % is scaled to controls: 0 for no effect and ±100 for the full control effect; nearly all actives have a fitted effect of over 60% in size
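Cells are dispensed, compounds pinned in, plates held at 37 °C for 72 h, then CellTiter-Glo is added and luminescence read after 10 minutes. Cell line: parental KB-3-1 in phenol-red-free DMEM, 10% FBS.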
GLP1R cytotox – qHTS of GLP-1 Receptor Inverse Agonists: Cytotox Screen | HEK293 cAMP-luciferase reporter cells, luminescence, 24 h | Potency, µM (titrated, usually from 38.3 µM), for the others: at the top dose activity change, negative = inhibition, hits mostly inhibitors | 410,000 tested, 0.13% active | AID 624418, 2012;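 also: loss of luciferase light is scored as toxicity; % is scaled to controls: 0 for no effect and ±100 for the full control effect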
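Luminescence readout: signal drop marks cytotoxicity. Plated cells grew 12 h at 37 °C, 5% CO2, received 23 nL compound for 24 h, then got luciferase reagent, read after 12 min at RT.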
GLP1R inv ag – qHTS of GLP-1 Receptor Inverse Agonists (Inhibition Mode); HEK293 GLP-1R CRE-luciferase, luminescence, 24 h; GLP-1R form is constitutively active; Potency, µM (highest dose often 38.3 µM), inactives show at the top dose activity change, negative = inhibition, usual class: inhibitors; 410,000 tested, 1.6% active; AID 624417, 2012; also: % is scaled to controls: 0 for no effect and ±100 for the full control effect; nearly all actives have a fitted effect of over 55% in size
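qHTS in 1536-well format: reporter HEK293 cells expressing constitutive GLP-1R activity in DMEM + 10% Nu serum, 24 hr with compounds at 37 deg C, luminescence read after 12 min with detection reagent.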
* hit, by the source's call; ? = inconclusive; · = not tested or not shown; [ ] = remark or other dose. Calls follow the shape of the dose curve; as a rule, active = well fitted curve in the direction sought with a large enough effect; inconclusive = small, poorly fitted or top-dose-only effect, or another doubt; inactive = no such curve, though single readings can be large; an effect the other way counts as inactive or inconclusive. Potency is read from the fitted curve at half-maximal effect. The list is partial; count on the stated rates, not on these rows.

SMILES	HT1080-NT tox	HT1080 IDH1KD tx	SW480 rerep	TDP43 rescue	KB-V1 MDR tox	GLP-1R agonist	KB-3-1 tox	GLP1R cytotox	GLP1R inv ag
O=C1NCN(c2ccccc2)C12CCN(C(CCc1ccccc1)c1nnnn1Cc1ccccc1)CC2 (stereo unspecified)	?	?	·	13%	?	-1%	?	?	?
CC1(C)CC[C@]2(C)CC[C@]3(C)C4C[C@@H]5OO[C@@]6(O5)C(CCCC6(C)C)[C@]4(C)CC[C@@]3(C)C2C1 (stereo partly specified)	5%	-8%	4%	1%	23%	-3%	-1%	-2%	-21%
O=c1ccc2c(O)c3ccoc3cc2o1	-2%	-1%	0.18µM*	-9%	0%	-7%	-1%	-3%	0%
CCC(=O)c1c(O)n(C2CCCCCC2)c(=O)[nH]c1=O	-16%	?	4%	-37%[inhibitor]	?	-8%	?	1%	-18%
CC1CC(OC(=O)c2ccccc2)CC(C)N1C (stereo unspecified)	1%	10%	-3%	21%	-3%	0%	0%	-3%	6%
O=C1OC(c2ccc(Br)cc2)=N/C1=C\N1CC2CC(C1)c1cccc(=O)n1C2 (stereo unspecified)	-2%	-1%	-36%[inhibitor]	1%	?	10%	0%	-13%	-7%
FC(F)(F)c1ccccc1NC1=NCCCS1	2%	-2%	-3%	0%	3%	3%	-15%	1%	4%
O=c1[nH]c(=O)n(-c2cccc(F)c2)c(O)c1/C=C1\C=Nc2ccccc21	-2%	3%	6%	-11%	0%	-2%	1%	-6%	-4%
COC(=O)[C@@H]1C(OC(=O)c2ccccc2)CC2CCC1N2C (stereo partly specified)	-6%	16%	?	25%	9%	2%	0%	116%[activator]	?
CCOC(=O)[C@]12Cc3cc(C)ccc3[C@H]1N(CCC(=O)OC)C(=O)c1cc(OC)ccc12	23µM*	18µM*	·	-53%[inhibitor]	21µM*	-20%	18µM*	?	?

Some values from the list:
`O=C1OC(c2ccc(Br)cc2)=N/C1=C\N1CC2CC(C1)c1cccc(=O)n1C2` (stereo unspecified) in HT1080 IDH1KD tx is entered as -1%
`CC1(C)CC[C@]2(C)CC[C@]3(C)C4C[C@@H]5OO[C@@]6(O5)C(CCCC6(C)C)[C@]4(C)CC[C@@]3(C)C2C1` (stereo partly specified) in KB-3-1 tox is entered as -1%
`CCOC(=O)[C@]12Cc3cc(C)ccc3[C@H]1N(CCC(=O)OC)C(=O)c1cc(OC)ccc12` in TDP43 rescue is entered as -53%[inhibitor]
`O=C1NCN(c2ccccc2)C12CCN(C(CCc1ccccc1)c1nnnn1Cc1ccccc1)CC2` (stereo unspecified) in TDP43 rescue is entered as 13%

3 compounds out of the list, ordered by formula weight, highest first:
SMILES	HT1080-NT tox	HT1080 IDH1KD tx	SW480 rerep	TDP43 rescue	KB-V1 MDR tox	GLP-1R agonist	KB-3-1 tox	GLP1R cytotox	GLP1R inv ag
O=C1OC(c2ccc(Br)cc2)=N/C1=C\N1CC2CC(C1)c1cccc(=O)n1C2 (stereo unspecified)	-2%	-1%	-36%[inhibitor]	1%	?	10%	0%	-13%	-7%
O=c1[nH]c(=O)n(-c2cccc(F)c2)c(O)c1/C=C1\C=Nc2ccccc21	-2%	3%	6%	-11%	0%	-2%	1%	-6%	-4%
CCC(=O)c1c(O)n(C2CCCCCC2)c(=O)[nH]c1=O	-16%	?	4%	-37%[inhibitor]	?	-8%	?	1%	-18%

(next part)
SMILES	HT1080-NT tox	HT1080 IDH1KD tx	SW480 rerep	TDP43 rescue	KB-V1 MDR tox	GLP-1R agonist	KB-3-1 tox	GLP1R cytotox	GLP1R inv ag
O=[N+]([O-])c1ccc(N2CCOCC2)c2ccncc12	-13%	-10%	-8%	?	-11%	16%	-2%	-10%	135%[activator]
C[N+](C)(C)CCC(=O)N1C/C(=C/c2ccccc2)C(=O)/C(=C\c2ccccc2)C1	?	4.1µM*	0.73µM*	19%	10µM*	-13%	?	?	?
COc1cccc(CNCCc2ccc(F)cc2)c1	-15%	-7%	-3%	22%	18%	8%	2%	-31%	?
CNP1(NC)=NC(C(F)(F)F)=NC(C(F)(F)F)=N1	0%	-1%	-6%	-21%	7%	3%	0%	-9%	3%
Cc1ccc(Cl)cc1N1CCN(C(=O)C2CCN(S(=O)(=O)c3ccc4c(c3)oc(=O)n4C)CC2)CC1	·	·	·	13%	-4%	·	-5%	2%	?
Cc1oc(-c2ccccc2)nc1CN1C(=O)CN=C(c2ccccc2)c2ccccc21	-1%	-1%	4%	?	?	-1%	-2%	-10%	-7%
COc1ccc(-c2nnc3sc(C4CCCCC4)nn23)cc1OC	1%	11%	-8%	?	0%	?	-15%	-14%	54%
O=C(C1CCC(=O)N1C1CCCCC1)N1CCC2(CC1)OCCO2 (stereo unspecified)	-5%	5%	13%	-14%	0%	0%	-4%	-8%	10%
O=C(Nc1nc2ccccc2s1)c1cccn(Cc2ccccc2)c1=O	·	·	·	13%	-8%	·	-16%	8%	14%
Cc1ccc(S(=O)(=O)N2Cc3cc(N4CCOCC4)ccc3-n3nncc3C2)cc1	7%	8%	·	18%	?	-4%	0%	1%	20%
O=C(O)[C@@H]1C[C@H]1[C@@H](NP(=O)(c1ccccc1)c1ccccc1)c1ccccc1	1%	-1%	14%	-6%	0%	-1%	0%	-9%	9%
O=C(Nc1cc(Cl)cc(Cl)c1)N1Cc2ccccc2-n2nncc2C1	-10%	12%	·	13%	?	21%	6%	-7%	?
COc1ccc(C(=O)C(CN2CCOCC2)c2ccccc2)cc1 (stereo unspecified)	7.1µM*	2µM*	-2%	?	?	-15%	?	?	0%
Fc1ccc(C2=CCN(C(c3ccc(Cl)cc3)c3nnnn3Cc3ccccc3)CC2)cc1 (stereo unspecified)	14%	-1%	17%	-22%	-15%	8%	-3%	1%	5.6µM*
O=C1OC(c2ccc(Cl)cc2)=N/C1=C\N1CC2CC(C1)c1cccc(=O)n1C2 (stereo unspecified)	-9%	2%	-26%	10%	-30%	-2%	-9%	-30%	0%

Compound activity deposited in PubChem by National Center for Advancing Translational Sciences (NCATS).
